G9a inh: qHTS Assay for Inhibitors of Histone Lysine Methyltransferase G9a | Histone-lysine N-methyltransferase EHMT2 (Homo sapiens), Q96KQ7 | G9a H3K9 monomethylation, AlphaScreen, 2 h | Potency, µM (doses to about 102 µM), without a hit: at the top dose activity, negative = inhibition, most hits filed as inhibitors | 350,000 tested, 8.8% active; note: potency is the fitted concentration of half-maximal effect; % is set by controls: 0 for no effect and ±100 for the full control effect; nearly all actives have a fitted effect of over 75% in size
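Step 1: enzyme (final 20 nM) with compound, 15 min RT. Step 2: substrate peptide 500 nM and SAM 20 uM, 2 h RT. Step 3: anti-H3K9me1 antibody and AlphaScreen beads, 10 min, then plate read.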
PI4K2A block: qHTS for small molecular inhibitors of PI4K2A; Phosphatidylinositol 4-kinase type 2-alpha (Homo sapiens), Q9BTU6; purified PI4K2A, ADP-Glo luminescence, 1 h; stronger effect = lower value; activity change, negative = inhibition, % at 76.9 µM; 420,000 tested, 0.13% active; in the data active = activity change below about -50%; inconclusive = mostly about -30% to -49%;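 note: -100% = wells without enzyme as full effect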
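PI4K2A activity was measured by ADP-Glo luminescence: enzyme (4 ug/mL stock) and phosphatidylinositol (1.2 mM stock) in Tris pH 7.5/MgCl2/EGTA/Triton X-100 buffer were reacted with ATP (300 microM stock) for one hour at ambient temperature.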
Pin1 inh: qHTS Assay to Find Inhibitors of Pin1; 390,000 tested, 0.009% active; Peptidyl-prolyl cis-trans isomerase NIMA-interacting 1 (Homo sapiens), Q13526; Pin1 FP peptide displacement, HiFluor488, 10 min; Potency, µM (titrated, usually from 115 µM), without a hit: at the highest dose activity, negative = inhibition, actives largely listed as inhibitors; AID 504891, 2011; active = well fitted inhibition curve with a large enough effect in the polarisation, with a control signal flat, not every such curve was filed as active; inconclusive = small, poorly fitted or top-dose-only effect, or effect the other way, or a change in a side signal; inactive = no such curve, though single readings can be large or run the other way; the % refers to the polarisation; note: potency is the fitted concentration of half-maximal effect; % is set by controls: 0 for no effect and ±100 for the full control effect
HP1b binding inh: HTS for Inhibitors of HP1-beta Chromodomain Interactions with Methylated Histone Tails; Chromobox protein homolog 1 (Homo sapiens), P83916; AlphaScreen HP1-beta / biotin-H3K9me3 peptide binding; Potency, µM (titrated, usually from 114 µM), for inactives: top-dose activity change, negative = inhibition, usual class: inhibitors; 390,000 tested, 0.56% active; note: potency is the fitted concentration of half-maximal effect; nearly all actives have a fitted effect of over 70% in size; inactives centre near 23
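Compound inhibition of the preformed complex between 50 nM HP1-beta and 50 nM biotinylated H3K9me3 peptide was read by AlphaScreen. Buffer was PBS pH 7.4 with 0.01% Tween-20. Incubations ran 30 min at room temperature, with 10 ug/mL donor/acceptor beads.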
PGK inhibitor: qHTS Assay to Find Inhibitors of Phosphoglycerate Kinase; AID 602233, 2012; Potency, µM (titrated, usually from 57.5 µM), without a hit: at the highest dose activity change, negative = inhibition, most hits filed as inhibitors; 380,000 tested, 0.043% active; PGK/GAPDH coupled, Kinase-Glo luminescence, 60 min; note: potency is the fitted concentration of half-maximal effect; % is set by controls: 0 for no effect and ±100 for the full control effect; nearly all actives have a fitted effect of over 60% in size
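Luminescent ATP detection (Kinase-Glo Plus) follows a 60-minute room-temperature incubation, with wells lacking PGK as controls. Buffer: 100 mM TEA (pH 7.6), 5 mM MgCl2, 0.01% Tween-20. Coupling enzyme GAPDH (100 nM final) supplies unstable 1,3-BPG in-well.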
Pol eta inh: qHTS for Inhibitors of Polymerase Eta; DNA polymerase eta (Homo sapiens), Q9Y253; recombinant Pol eta, fluorescent DNA replication assay; Potency, µM (doses to about 114 µM), for the others: at the highest dose activity change, negative = inhibition, most hits filed as inhibitors; 390,000 tested, 1.2% active; AID 588591, 2011; note: potency is the fitted concentration of half-maximal effect; % is set by controls: 0 for no effect and ±100 for the full control effect
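Pol eta (10 nM) was preincubated with compounds for 15 min at room temperature, after which fluorescent replication substrate (50 nM final) was added to start the reaction. Fluorescence was read kinetically at 0 and 10 min.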
JMJD2A Tudor: qHTS Assay for Inhibitors of JMJD2A-Tudor Domain. 390,000 tested, 4.4% active. Potency, µM (highest dose often 114 µM), for the others: at the top dose activity change, negative = inhibition, usual class: inhibitors. Lysine-specific demethylase 4A (Homo sapiens), O75164. AlphaScreen JMJD2A-Tudor / H3K4me3 peptide binding; note: potency is the fitted concentration of half-maximal effect; % is set by controls: 0 for no effect and ±100 for the full control effect; nearly all actives have a fitted effect of over 50% in size
BAZ2B inh: qHTS Assay for Inhibitors of BAZ2B. Bromodomain adjacent to zinc finger domain protein 2B (Homo sapiens), Q9UIF8. AlphaScreen BAZ2B-H3K14Ac peptide displacement. Potency, µM (highest dose often 114 µM), inactives show at the highest dose activity change, negative = inhibition, usual class: inhibitors. AID 504333, 2011. 360,000 tested, 4.4% active; note: potency is the fitted concentration of half-maximal effect; % is set by controls: 0 for no effect and ±100 for the full control effect; nearly all actives have a fitted effect of over 60% in size
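BAZ2B 50 nM plus b-H3(5-23)K14Ac 50 nM, PBS pH 7.4/0.01% Tween-20, 30 min RT; compound added (max 110 uM), 30 min RT; streptavidin donor/Ni-chelate acceptor beads 10 ug/mL final, 20 min dark; AlphaScreen read.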
GLS inh: qHTS for Inhibitors of Glutaminase (GLS); 410,000 tested, 0.21% active; AID 624170, 2012; Glutaminase kidney isoform, mitochondrial (Homo sapiens), O94925; Potency, µM (series often up to 45.5 µM), without a hit: at the highest dose activity change, negative = inhibition, usual class: inhibitors; GLS enzymatic activity, qHTS titration; note: potency is the fitted concentration of half-maximal effect; % is set by controls: 0 for no effect and ±100 for the full control effect
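Enzyme dispensed in phosphate buffer (45 mM, pH 8.2, 0.02% Tween-20), compounds pinned in, then 1 mM L-glutamine solution and the glutamate oxidase–HRP–Amplex Red mix added; fluorescence read immediately and again after 30 min at room temperature.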
The depositor's hits bear a star; i = inactive; ? = inconclusive; . = not tested or not shown; [ ] = dose if it differs, or a comment. Unless noted, calls come from the whole dose curve; as a rule, active = well fitted curve in the direction sought with a large enough effect; inconclusive = small, poorly fitted or top-dose-only effect, or another doubt; inactive = no such curve, though single readings can be large; an effect the other way counts as inactive or inconclusive.

compound	G9a inh	PI4K2A block	Pin1 inh	HP1b binding inh	PGK inhibitor	Pol eta inh	JMJD2A Tudor	BAZ2B inh	GLS inh
CCN(C1CCS(=O)(=O)C1)S(=O)(=O)c1cccs1 (centres undefined)	-35%[12.7 µM]	-2	-4%	22%	.	0%	-10%	8%	3%
Cc1cc(OC(=O)c2cc(C(F)(F)F)cc(C(F)(F)F)c2)c([N+](=O)[O-])c(=O)[nH]1	?	1	2%	26%	-7%	-13%	?	?	4%
Cc1cccc(OCC(=O)N(C)CC(=O)Nc2cccc(F)c2)c1C	15%[12.7 µM]	-1	1%	25%	-9%	-24%	-11%	4%	1%
Cn1c(C(=O)NC2CCCC2)cc2c(=O)n(C)c3ccccc3c21	-1%	15	7%	3%	-8%	-13%	?	-1%	9%
Cc1ccc2c(ccc[n+]2CC(=O)c2ccccc2)c1	-4%[59 µM]	-2	?	28%	0%	-14%	-16%	7%	6%
NS(=O)(=O)c1ccc(N2N=C(c3ccccc3)CC2c2ccccc2Br)cc1 (centres undefined)	.	-2	4%	80%[activator]	0%	-22%	6%	.	3%
COc1ccc(C(=O)NCCCc2nc3ccccc3n2Cc2ccccc2C)cc1OC	?	1	-3%	22%	-3%	-13%	-14%	?	-2%
Cc1ccccc1C(=O)NCC(c1cccnc1)N1CCc2ccccc21 (centres undefined)	5%[59 µM]	-2	7%	30%	5%	7%	-15%	6%	22%
O=C(COc1ccccc1)Nc1nc2cc3c(cc2s1)OCCO3	.	3	18%	21%	i	-4%	-7%	-1%	-1%
COC(=O)c1cc(-c2ccccc2)sc1N	4.5µM*	-6	-6%	?	i	-17%	?	?	-8%
Clc1cc(NC2CCCCC2)ncn1	-35%	-1	-2%	10%	-10%	-23%	-10%	-6%	-9%
CC(=O)C1=C(O)C(=O)N(Cc2ccccc2)C1c1ccccc1F (centres undefined)	?	13	-14%	26%	-1%	-14%	-20%	-35%	15%
CCCc1cc(=O)[nH]c(SCC(=O)NC2CCCc3ccccc32)n1 (centres undefined)	10%[12.7 µM]	1	3%	25%	-4%	-13%	-3%	-1%	6%
CCOc1cc(/C=N/Nc2ccc(C(=O)O)cc2)ccc1OC(=O)c1ccccc1C	35µM*	-5	?	7%	-14%	?	?	?	2%
CCOC(=O)c1cc2sccc2n1CC(=O)C(C)(C)C	3%	0	-15%	9%	i	-15%	-11%	-35%	4%
O=C(CCCOc1ccc(Cl)cc1Cl)Nc1ccccn1	13%	1	-5%	-7%	-2%	-23%	-15%	-20%	2%
O=C(NC1CC1)C1CCN(S(=O)(=O)c2cc([N+](=O)[O-])ccc2Cl)CC1	?	-25	.	7%	-17%	13µM*	8.9µM*	32µM*	-16%
O=C(CS(=O)(=O)Cc1ccccc1)Nc1ccc(S(=O)(=O)N2CCOCC2)cc1	-10%	-1	-10%	32%	-6%	-7%	-14%	-4%	-5%
O=c1/c(=C/c2ccco2)sc2n1CN(c1ccccc1)CN=2	13µM*	6	7%	0%	0%	-11%	-18%	-6%	0%
O=C(Nc1ccc(Cl)cc1C(F)(F)F)c1ccccc1Cl	12%[59 µM]	3	0%	19%	13%	-20%	?	8%	5%

Three of the entries above in order of the PI4K2A block value, ascending:
compound	G9a inh	PI4K2A block	Pin1 inh	HP1b binding inh	PGK inhibitor	Pol eta inh	JMJD2A Tudor	BAZ2B inh	GLS inh
CCOc1cc(/C=N/Nc2ccc(C(=O)O)cc2)ccc1OC(=O)c1ccccc1C	35µM*	-5	?	7%	-14%	?	?	?	2%
O=C(CS(=O)(=O)Cc1ccccc1)Nc1ccc(S(=O)(=O)N2CCOCC2)cc1	-10%	-1	-10%	32%	-6%	-7%	-14%	-4%	-5%
O=C(Nc1ccc(Cl)cc1C(F)(F)F)c1ccccc1Cl	12%[59 µM]	3	0%	19%	13%	-20%	?	8%	5%

Following part:
compound	G9a inh	PI4K2A block	Pin1 inh	HP1b binding inh	PGK inhibitor	Pol eta inh	JMJD2A Tudor	BAZ2B inh	GLS inh
O=C(NCc1ccncc1)C(=O)N/N=C/c1cccnc1	.	-3	2%	18%	3%	-16%	10%	-6%	19%
COc1ccc(/C=N\NC(=S)SCN2C(=O)C3CCC(C)(C2=O)C3(C)C)cc1 (centres undefined)	.	4	1%	1%	-10%	-8%	?	.	21%
Nc1ccc(O)c2c1C(=O)c1ccccc1C2=O	7.1µM*	-29	.	?	?	8.9µM*	5.6µM*	4µM*	7.9µM*
CC(=O)N(Cc1c(C)nn(-c2ccccc2)c1Cl)c1ccc(Cl)cc1	-1%	-1	-2%	33%	-8%	1%	-7%	3%	-4%
CCOc1ccc2c(=O)c(Oc3ccccc3)c(C)oc2c1	15%	1	1%	21%	-4%	9%	-3%	-5%	-2%
O=C(Cc1coc2cc3c(cc12)CCC3)OCc1cc(=O)n2c(n1)sc1ccccc12	-35%[12.7 µM]	-9	?	?	0%	10µM*	?	50µM*	-22%
CCCNc1ccc(-c2nc(-c3ccco3)no2)cc1[N+](=O)[O-]	-7%[59 µM]	-2	-1%	29%	0%	-5%	-2%	-1%	4%
Cc1cc(=O)[nH]c(SCc2nc3ncccn3c2Br)n1	-9%[59 µM]	1	-2%	8%	-5%	-8%	-16%	1%	0%
CC1CCCN(S(=O)(=O)c2ccc(N(C(=O)c3cnccn3)C(C(=O)NC3CCCCC3)c3cccs3)cc2)C1 (centres undefined)	15%[59 µM]	-1	4%	39%	-1%	-13%	-18%[57.1 µM]	3%	-1%
COc1ccccc1C(=O)NCCN1CCN(c2ccccc2)CC1	.	-5	-5%	12%	1%	1%	-6%	3%	22%
COc1ccccc1C(C)NC(=O)c1cc(S(=O)(=O)N2CCCCC2)ccc1C (centres undefined)	-7%[12.7 µM]	-12	5%	3%	-7%	-8%	-27%	-8%	1%
COc1cc(OC)c2c(-c3ccccc3)cc(=O)oc2c1C(CCN1CCOCC1)c1ccc2c(c1)OCO2 (centres undefined)	-44%[59 µM]	2	3%	?	3%	-20%	32µM*	.	-1%
CCOc1ccc(NC(=O)NCCCCc2ccccc2)cc1	17%	1	2%	17%	-5%	-18%	-17%	0%	-3%
COc1ccccc1NC(=O)c1cc(S(=O)(=O)NC2CCCC2)ccc1F	.	-2	-10%	70%[activator]	0%	-11%	-14%	3%	7%
COCCCNC(=O)c1ccc(-n2nc(C(F)(F)F)cc2-c2cccs2)cc1	-29%[12.7 µM]	3	3%	11%	-4%	-7%	-7%	-3%	10%
COCCN(C(=O)C1CC1)c1nnc(-c2cccc(C)c2)s1	16%	-5	-7%	62%[activator]	-12%	-1%	8%	-4%	5%
CC(C)OCCCNc1ncnc2c1nc1n2CCCC1	-9%	5	0%	16%	5%	-3%	8%	9%	-5%
CCOC(=O)Cc1csc(SCC(=O)Nc2cccc(C#N)c2)n1	24%	-2	-9%	21%	-2%	-3%	-22%	6%	4%
O=C(CCS(=O)(=O)c1cccc2nonc12)N1CCCc2ccccc21	0%[12.7 µM]	-6	0%	40%[activator]	-2%	-9%	-19%	-3%	16%
Cn1c(Cc2ccccc2)nnc1SCC(=O)Nc1ccccc1N1CCOCC1	-26%	-5	9%	53%[activator]	-3%	-9%	-9%	5%	-2%
C=CC[C@H](CC(=O)N(CCO)Cc1ccccc1)C(=O)N[C@@H](COC(=O)[C@@H](CC=C)CC(=O)OC(C)(C)C)Cc1c[nH]c2ccccc12	.	3	0%	15%	-6%	-26%	-34%	.	-10%

Record cards, from the list above. Screens in order: G9a inh, PI4K2A block, Pin1 inh, HP1b binding inh, PGK inhibitor, Pol eta inh, JMJD2A Tudor, BAZ2B inh, GLS inh
`Cn1c(Cc2ccccc2)nnc1SCC(=O)Nc1ccccc1N1CCOCC1` as listed: -26%, -5, 9%, 53%[activator], -3%, -9%, -9%, 5%, -2%
`COCCCNC(=O)c1ccc(-n2nc(C(F)(F)F)cc2-c2cccs2)cc1` as listed: -29%[12.7 µM], 3, 3%, 11%, -4%, -7%, -7%, -3%, 10%
`Nc1ccc(O)c2c1C(=O)c1ccccc1C2=O` as listed: 7.1µM*, -29, ., ?, ?, 8.9µM*, 5.6µM*, 4µM*, 7.9µM*

In another format: results already given
| G9a inh | PI4K2A block | Pin1 inh | HP1b binding inh | PGK inhibitor | Pol eta inh | JMJD2A Tudor | BAZ2B inh | GLS inh | compound |
| --- | --- | --- | --- | --- | --- | --- | --- | --- | --- |
| -26% | -5 | 9% | 53%[activator] | -3% | -9% | -9% | 5% | -2% | Cn1c(Cc2ccccc2)nnc1SCC(=O)Nc1ccccc1N1CCOCC1 |
| . | 3 | 0% | 15% | -6% | -26% | -34% | . | -10% | C=CC[C@H](CC(=O)N(CCO)Cc1ccccc1)C(=O)N[C@@H](COC(=O)[C@@H](CC=C)CC(=O)OC(C)(C)C)Cc1c[nH]c2ccccc12 |

Screening results from PubChem BioAssay.

An excerpt; the hit share may differ from the screen's.
